Source: PubChem BioAssay
TCR act = Activators of T cell receptors: qHTS campaign; primary human leukocytes, anti-CD3, IL-2 HTRF, 48 h; Potency, µM (highest dose often 9.22 µM), for inactives: at the highest dose activation of IL-2 secretion, usual class: activators; 330,000 tested, under 10 active; also: % of control where 0% means no effect
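Human primary leukocytes + a-CD3 beads + cpd, 48 hr; IL-2 in supernatant by HTRF (ex 320nm / em 665nm). No co-stimulatory signal supplied.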
TSHR antagonist = Antagonists of the Thyroid Stimulating Hormone Receptor: HTS campaign; Thyrotropin receptor (Homo sapiens), P16473; AID 504810, 2011; TSHR-expressing cells, TSH-stimulated cAMP HTRF, 2 h; hits give low values; 0.2% of 330,000 active; activity change, negative = inhibition, % at 11.5 µM;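 active = activity change below a set negative limit, meaning inhibition stronger than a set level, cut at about -70% in these data; inconclusive = activity change between two set negative limits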; also: % is scaled to controls: 0 for no effect and ±100 for the full control effect
Target sequence (P16473 whole entry, looked up): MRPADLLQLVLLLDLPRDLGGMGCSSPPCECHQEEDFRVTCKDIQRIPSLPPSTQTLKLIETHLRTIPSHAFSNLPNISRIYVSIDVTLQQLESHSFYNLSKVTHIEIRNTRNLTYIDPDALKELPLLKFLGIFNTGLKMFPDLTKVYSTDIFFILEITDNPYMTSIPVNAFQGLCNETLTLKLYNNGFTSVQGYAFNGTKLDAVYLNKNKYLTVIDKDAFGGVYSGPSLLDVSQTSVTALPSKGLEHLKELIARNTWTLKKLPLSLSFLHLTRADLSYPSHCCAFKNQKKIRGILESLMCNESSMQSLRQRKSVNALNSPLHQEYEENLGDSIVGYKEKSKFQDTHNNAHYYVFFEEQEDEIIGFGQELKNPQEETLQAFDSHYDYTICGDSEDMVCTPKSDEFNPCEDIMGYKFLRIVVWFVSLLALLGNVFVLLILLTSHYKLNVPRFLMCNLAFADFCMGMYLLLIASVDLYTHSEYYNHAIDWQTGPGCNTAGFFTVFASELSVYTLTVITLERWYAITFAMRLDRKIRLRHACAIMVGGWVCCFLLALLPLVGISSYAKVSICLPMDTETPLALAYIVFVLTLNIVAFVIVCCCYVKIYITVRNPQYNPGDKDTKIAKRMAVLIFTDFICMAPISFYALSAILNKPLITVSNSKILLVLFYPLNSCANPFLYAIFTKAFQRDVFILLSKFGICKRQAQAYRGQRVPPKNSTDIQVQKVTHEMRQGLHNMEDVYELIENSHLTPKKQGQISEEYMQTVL
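Cell-based HTRF cAMP assay; TSHR cells + compound, TSH EC80 (4nM final), 2 h, 37 deg C. Lysis with anti-cAMP cryptate and cAMP-d2, 30 min RT, read 665/620 nm.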
Eya2 inh = qHTS Assay for Inhibitors of the Phosphatase Activity of Eya2 | AID 488837, 2010 | Potency, µM (doses to about 76.9 µM), for inactives: top-dose activity, negative = inhibition, most hits filed as inhibitors | Protein phosphatase EYA2 (Homo sapiens), O00167 | 0.006% of 330,000 active | recombinant Eya2, OMFP fluorescence dephosphorylation (OMFP is methylfluorescein phosphate); also: potency is read from the fitted curve at half-maximal effect; % is scaled to controls: 0 for no effect and ±100 for the full control effect
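Eya2 protein (added as 0.2 uM solution) was preincubated with compound for 10 min at ambient temperature in 50 mM HEPES pH 7.5, 50 mM NaCl, 5 uM MgCl2, 0.05% BSA, 1 mM DTT. OMFP (added at 50 uM) then reacted 10 min; fluorescence read at 485/525 nm.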
Mito fusion yeast = qHTS Assay for Small Molecule Inhibitors of Mitochondrial Division or Activators of Mitochondrial Fusion; S. cerevisiae fusion-defective mutant growth rescue, CellTiterGlo 48 h; Potency, µM (series often up to 46.1 µM), for inactives: top-dose growth rescue (activation), usual class: activators; 0.23% of 320,000 active;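 also: potency is read from the fitted curve at half-maximal effect; % of control where 0% means no effect; nearly all actives have a fitted effect of over 45% in size; temperature-sensitive fusion mutants such as fzo1-1 at 37 °C on non-fermentable ethanol glycerol medium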
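Luminescent cell viability in 1536-well qHTS format served as the measure of rescued growth in ts fusion-mutant S. cerevisiae cultured on non-fermentable YPEG for 48 hours at 37C.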
A-T KAP1 phos = qHTS Assay for Identifying a Potential Treatment of Ataxia-Telangiectasia | […] A-T fibroblasts, KAP-1 phosphorylation AlphaLISA; neocarzinostatin DNA damage 30 min before lysis | Potency, µM (highest dose often 57.5 µM), inactives show at the top dose activation, most hits filed as activators | 0.19% of 320,000 active | AID 485349, 2010; also: potency is read from the fitted curve at half-maximal effect; % of control where 0% means no effect; nearly all actives have a fitted effect of over 45% in size
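ATM-like activity read as KAP-1 phosphorylation via AlphaLISA donor/acceptor antibody pairs after lysis and 6 hr at 25C. Cells were ATM-null patient fibroblasts ([…], hTERT), dosed 60 min, then exposed to the DSB inducer NCS for 30 min.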
KCNH2 3.1 block = qHTS for Inhibitors of KCHN2 3.1: Mutant qHTS | Potassium voltage-gated channel subfamily H member 2, brain isoform KCNH2 3.1 (human) | U2OS KCNH2 3.1, thallium flux FluxOr; hits give low values | activity change, % (tested at about 1.8 µM) | 0.95% of 340,000 active | AID 720553, 2013;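 active = maximum activity change below -70%; inconclusive = maximum activity change from -70% to -50%; inactive = maximum activity change above -50%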;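 also: thallium influx rate constant from kinetic fluorescence after stimulation buffer; % is scaled to controls: 0 for no effect and ±100 for the full control effect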
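Virally transduced U2OS (3.1 isoform, 4 h infection in dark at RT) → overnight 37 C → FluxOr + Red40 in HBSS/HEPES, 45 min → stimulation buffer, 2 min kinetic read → rate constant vs DMSO controls.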
TRPV1 ag = HTS Assay for Compounds that Act as Agonists of the Vanilloid Receptor 1 | Transient receptor potential cation channel subfamily V member 1 (Homo sapiens), Q8NER1 | TRPV1-expressing cells, Fluo-8 calcium influx, agonist mode | activation, % at 8.33 µM | 0.19% of 320,000 active | AID 540275, 2011; in the data active = activation above about 80%; inconclusive = between about 30% and that limit; also: 0% is about no effect
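Fluo-8 calcium influx in TRPV1-expressing cells, kinetic read (ex 480/em 520 nm). Compound added and read 3 min for agonist activity, followed by capsaicin at EC20 final and 2 min further read for enhancement.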
ELG1 repair inh = qHTS screen for small molecules that inhibit ELG1-dependent DNA repair in human embryonic kidney (HEK293T) cells expressing luciferase-tagged ELG1; HEK293T ELG1-luciferase reporter, luminescence, 16 h; DNA damage induced by 5-fluorouridine; 2.3% of 330,000 active; AID 504467, 2011; Potency, µM (titrated, usually from 46.1 µM), inactives show at the highest dose activity change, negative = inhibition, usual class: inhibitors; also: potency is read from the fitted curve at half-maximal effect; % is scaled to controls: 0 for no effect and ±100 for the full control effect; nearly all actives have a fitted effect of over 55% in size
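Step one: seed 2,000 cells per well. Step two: pin-transfer compound or DMSO alongside 5-fluorouridine. Step three: incubate 16 hr, 37 °C, 5% CO2. Step four: add ONE-Glo, wait 30 min, read luminescence.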
USP2a block = qHTS Assay for Inhibitors of Ubiquitin-specific Protease USP2a Using CHOP2 as the Reporter | Ubiquitin carboxyl-terminal hydrolase 2 (Homo sapiens), O75604 | USP2 core, Ub-CHOP2 coupled fluorogenic reporter, 485/531 | Potency, µM (doses to about 38.3 µM), for inactives: at the highest dose activity change, negative = inhibition, most hits filed as inhibitors | 0.01% of 330,000 active | AID 463254, 2010;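 also: potency is read from the fitted curve at half-maximal effect; plate controls were DMSO wells for no effect and full inhibition by NEM control for full effect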
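USP2 core (10nM final) preincubated 30min RT with compound in 20mM Tris-HCl pH 8.0, 2mM CaCl2, 2mM beta-mercaptoethanol, 0.05% CHAPS; 25nM Ub-CHOP2 plus 25nM reporter substrate added, fluorescence (Ex485/Em531) read after 60min.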
KCNH2 WT inh = qHTS for Inhibitors of KCHN2 3.1: Wildtype qHTS; Voltage-gated inwardly rectifying potassium channel KCNH2 (Homo sapiens), Q12809; U2OS, BacMam KCNH2, thallium flux FluxOr; hits give low values; activity change, % at 1.84 µM; 0.37% of 340,000 active; AID 720551, 2013;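 active = maximum activity change below -70%; inconclusive = maximum activity change between -70% and -50%; inactive = maximum activity change above -50%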; also: % is scaled to controls: 0 for no effect and ±100 for the full control effect
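U2OS cells were transduced with wild-type KCNH2 virus (2.03 x 10^8 / mL) for 4 h at room temperature, then cultured overnight at 37 C. Thallium flux was read with FluxOr dye. Rate constants were normalized to DMSO controls.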
The depositor's hits bear a star; i = inactive; ? = inconclusive; . = no result given; [ ] = another dose, or the depositor's remark. Unless noted, calls follow the shape of the dose curve; as a rule, active = well fitted curve in the direction sought with a large enough effect; inconclusive = small, poorly fitted or top-dose-only effect, or another doubt; inactive = no such curve, though single readings can be large; an effect the other way counts as inactive or inconclusive. Some of the compounds tested; the hit share may differ from the screen's.

SMILES	TCR act	TSHR antagonist	Eya2 inh	Mito fusion yeast	A-T KAP1 phos	KCNH2 3.1 block	TRPV1 ag	ELG1 repair inh	USP2a block	KCNH2 WT inh
N=c1n(CCN2CCOCC2)c2ccccc2n1CC(O)COc1ccccc1 (configuration not stated)	4%	0	-15%	-1%	-5%	-30	1	-13%	-8%	10
CC1CCCCC12NC(=O)N(CC(=O)N1CCN(S(=O)(=O)Cc3ccccc3)CC1)C2=O (configuration not stated)	9%	19	-2%	5%	11%	-4	0	0%	-2%	4
CC(Oc1cccnc1[N+](=O)[O-])C(=O)Nc1cccc(Cl)c1 (configuration not stated)	-2%	-13	-12%	11%	2%	-6	10	23%	0%	-3
CC(C)C[C@H](NC(=O)N1CCn2c1nc1ccccc12)C(=O)N[C@@H](Cc1ccccc1)C(=O)O	-1%	13	0%	0%	6%	0	1	-7%	0%	-1
C=C(C)COc1ccc(-c2nc(N)ncc2Oc2ccc(OC)cc2)c(O)c1	3%	-8	-7%	0%	4%	-9	-2	-23%	-1%	-12
Cc1cc2cc(CCNC(=O)c3cccs3)c(=O)[nH]c2cc1C	0%	-14	-4%	-1%	-9%	-6	2	?	0%	-16
CCCc1nnc(SCC(=O)N2CCCCC2)n1CCCOC	-1%	5	-2%	1%	7%	-2	-1	20%	-2%	-17
CCCc1cc(C(=O)N2CCC(n3nccc3NC(=O)c3ccc(OC)cc3)CC2)no1	2%	-7	4%	1%	-3%	1	1	19%	4%	-2
CCOc1ccccc1NC(=O)CN(Cc1ccccc1)S(C)(=O)=O	2%	0	1%	-8%	-1%	8	2	16%	-1%	13
CNc1cc(C(F)(F)F)nc(-c2ccccn2)n1	-1%	5	-15%	-8%	5%	11	2	-21%	-4%	12
CCN(CC)C(=O)CSc1nc(O)cc(=O)n1-c1ccccc1OC	.	7	9%	0%	-27%	15	-2	7%	1%	-3
Cn1ccsc1=NC(=O)c1ccc(Cl)cc1	.	-5	1%	5%	4%	-1	9	?	4%	-4
CC(=O)Nc1ccc(S(=O)(=O)N2CCN(C(=O)N3CCCCC3)CC2)cc1	.	-7	5%	2%	13%	-2	1	-19%	4%	3
O=C1NC(=O)/C(=C\c2cn(Cc3ccccc3F)c3ccccc23)N1	1%	-9	-16%	-6%	10%	4	1	6%	0%	-4
O=S(=O)(Nc1ccc(-c2cn3c(n2)SCC3)cc1)c1cccs1	-1%	-6	1%	-6%	-11%	2	1	-15%	0%	i
Cc1cc(C)n(-c2ccc(NC(=O)C3CCN(Cc4cnc(C)s4)CC3)cc2)n1	.	20	11%	-4%	-3%	-1	-2	-5%	-1%	-10
CCCCCCCCCCCCOC1OC(CO)C(O)C(O)C1NC(C)=O (configuration not stated)	1%[46.1 µM]	9	3%	-18%	0%	.	7	18%	2%	-5
Cc1ccc(CNC(=O)c2nnn(CC(=O)Nc3cccc(C)c3C)c2N)cc1	2%	10	3%	-4%	-6%	-6	-1	?	1%	-1
CCOc1ccc(NC(=O)c2ccccc2C(=O)c2ccccc2)cc1OCC	-1%	4	-7%	2%	1%	19	-1	1%	-1%	1
O=C1N(O)C2(C=CCCC2)/C(=N\O)C12CCCCC2 (configuration not stated)	13%	-1	4%	2%	8%	-4	1	1%	3%	21
O=C(NCc1cccnc1)NC1(C(F)(F)F)Oc2ccc(Cl)cc2O1 (configuration not stated)	13%	3	4%	5%	-2%	7	6	?	1%	-3
COC(=O)c1ccc(OC(=O)c2cccs2)cc1	3%	-4	-17%	2%	30%	9	9	-19%	11%	-14
CC1CN(Cc2nc3c(c(=O)n(C)c(=O)n3C)n2CCCO)CC(C)O1 (configuration not stated)	-4%	0	4%	0%	8%	-7	-2	1%	1%	5
O=C(O)c1ccc(NC(=O)C2(c3ccccc3)CCOCC2)cc1	4%	0	-15%	-1%	14%	-13	2	5%	3%	3
Cc1ccccc1N1CC(C(=O)N2CC(C)OC(C)C2)CC1=O (configuration not stated)	-5%	0	-7%	1%	-3%	-13	-1	21%	1%	2
CCOc1ccc(NS(=O)(=O)c2ccc(C)c(C(=O)NCCCn3ccnc3)c2)cc1	-4%	25	9%	20%	-5%	7	-2	8%	11%	-3
CNCCOc1ccccc1-c1ccccc1	-9%	4	1%	-5%	-4%	5	-3	-17%	6%	-1
O=C(CN1N=C(c2ccccc2)CCC1=O)NCCCN1CCc2ccccc2C1	5%[46.1 µM]	2	-3%	-5%	-1%	15	2	11%	0%	28
COc1ccccc1N1CC(C)(C)C(=O)N(C(=O)c2ccc(C)cc2)C1=S	-6%	3	-5%	-4%	-10%	1	?	?	2%	-8
Cc1ccc(CNC(=O)CCn2cc(-c3ccc(C)cc3)nc2-c2ccncc2)cc1	7%	-5	-1%	-1%	11%	9	2	3%	1%	1
Cc1ccc(NC(=O)CN(C)C2CCCCC2)cc1Br	2%	3	-10%	6%	2%[11.5 µM]	-8	?	-17%	-6%	0
COc1ccc(NC(=O)Cn2c(=O)c(C)nc3ccccc32)cc1Cl	-2%	-8	-19%	11%	1%	-9	.	-11%	1%	0
Cc1ccc2nc(-c3ccncc3)cc(C(=O)Nc3ccc(OC(F)F)cc3)c2c1	1%	-18	0%	2%	-6%	-20	2	?	0%	5
COc1ccc(/C=C2/C(=N)N3C(=NC2=O)Sc2cc(S(C)(=O)=O)ccc23)cc1OC	2%	9	9%	0%	-5%	-4	-5	?	-2%	2
COc1ccccc1NC(=O)C[n+]1ccccc1	-12%	-3	1%	-2%	-3%	7	3	1%	-1%	-6
O=C(CSc1nc(CCC2CCCC2)nc2ccccc12)NCc1ccc2c(c1)OCO2	4%	4	7%	1%	-2%	.	?	?	3%	-3
Cc1ccc(CNC(=O)C(=O)NCC2CCCN2S(=O)(=O)c2cccs2)cc1 (configuration not stated)	1%	2	-24%	0%	0%	11	6	-17%	-1%	5
Cc1cc(C)c(NC(=O)CSc2nnc(SCC(=O)Nc3c(C)cc(C)cc3C)n2N)c(C)c1	-6%	-5	4%	0%	.	2	-7	?	2%	2
O=C(NCCO)/C(=C\c1ccco1)NC(=O)c1ccco1	0%	-3	8%	-2%	10%	8	-2	-14%	2%	-3
Cc1c2cnn(CC(=O)O)c(=O)c2c(C)n1Cc1ccccc1	4%	-6	10%	-2%	3%	15	0	-3%	5%	-4
CC(C)c1ccc(NC2CCCN(C(=O)CN3C(=O)CSC3=O)C2)cc1 (configuration not stated)	2%	4	-8%	16%	-4%	1	?	17%	-10%	0
CC(OC(=O)c1ccc(-c2ccc([N+](=O)[O-])cc2)o1)C(=O)NC(N)=O (configuration not stated)	1%	2	8%	12%	?	6	0	1%	0%	8
CCN(CC)S(=O)(=O)c1ccc2nc(CSc3nnnn3-c3ccc(O)cc3)[nH]c2c1	-20%	-2	4%	0%	25%	2	0	?	1%	-12
COc1ccc(-n2c(N)c(Br)c(=O)[nH]c2=O)cc1	-3%	9	-5%	-9%	-5%	19	0	18%	2%	-23
C=CCOc1ccc(C2C(C#N)=C(N)N(N(C)C)C3=C2C(=O)CCC3)cc1 (configuration not stated)	1%	-8	11%	0%	2%	2	0	10%	2%	3
CCN(CC)S(=O)(=O)c1cccc(-c2cn3cccnc3n2)c1	4%	26	8%	3%	8%	2	-1	?	-1%	4
COc1ccc(NC(=S)N2CCC(c3nc4ccc(Cl)cc4[nH]3)CC2)c(OC)c1	-7%	-12	-3%	-2%	5%	-4	-2	?	0%	-10
Cc1ccc(NC(=O)CN(c2cc(C)cc(C)c2)S(=O)(=O)c2c(C)noc2C)nc1	-1%	1	-5%	15%	18%	5	.	?	-8%	-6
Cc1ccc(-c2csc3nc(=O)c(C)nn23)cc1	-9%	13	-9%	-5%	-9%	-7	2	?	-3%	38
